High-throughput results from PubChem.
GPR151 activ = activates the human receptor GPR151 | Q8TDV0 | activation, % at 11.2 µM | PathHunter beta-arrestin GPR151 cells, luminescence | actives 1% (n = 650,000); in the data active = activation above about 4.9%;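 note: 0% = median of compound wells and 100% = cells with positive control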
Target sequence (Q8TDV0 whole entry, looked up): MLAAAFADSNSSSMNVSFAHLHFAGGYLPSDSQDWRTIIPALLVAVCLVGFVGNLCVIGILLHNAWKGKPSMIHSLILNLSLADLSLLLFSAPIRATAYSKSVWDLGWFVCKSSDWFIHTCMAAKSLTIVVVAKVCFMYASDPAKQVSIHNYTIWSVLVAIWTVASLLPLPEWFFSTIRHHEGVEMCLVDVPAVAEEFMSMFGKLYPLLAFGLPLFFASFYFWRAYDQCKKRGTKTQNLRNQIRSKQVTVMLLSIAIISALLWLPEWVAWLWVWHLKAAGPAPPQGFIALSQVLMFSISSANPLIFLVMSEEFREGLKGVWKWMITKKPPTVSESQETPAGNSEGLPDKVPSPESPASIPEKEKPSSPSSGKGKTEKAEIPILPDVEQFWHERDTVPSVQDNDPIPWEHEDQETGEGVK
TEAD-YAP block = TEAD-YAP interaction inhibition; inhibition, % at 9.12 µM; actives 1.4% (n = 640,000); HEK-TIYL cells, TEAD-Gal4/YAP UAS-luciferase luminescence; AID 1259422; in the data active = inhibition above about 32%;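 note: 0% = median of test compound wells and 100% = reference inhibitor wells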
FBW7 activator = human FBW7 E3 ligase activation, primary screen. Q969H0. AlphaScreen FBW7–phospho-cyclin E peptide binding, activator screen. normalized activity (activation), % at 26.1 µM. actives 0.13% (n = 650,000); in the data active = normalized activity above about 1.9%;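 note: purified mutant Fbw7 with reduced substrate affinity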
MITF primary = inhibitors of human MITF; actives 0.91% (n = 650,000); AlphaScreen MITF homodimerization, bead proximity signal; inhibition, % at 2.6 µM; O75030; in the data active = inhibition above about 50%;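 note: 0% = vehicle wells with protein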
Target sequence (O75030 whole entry, looked up): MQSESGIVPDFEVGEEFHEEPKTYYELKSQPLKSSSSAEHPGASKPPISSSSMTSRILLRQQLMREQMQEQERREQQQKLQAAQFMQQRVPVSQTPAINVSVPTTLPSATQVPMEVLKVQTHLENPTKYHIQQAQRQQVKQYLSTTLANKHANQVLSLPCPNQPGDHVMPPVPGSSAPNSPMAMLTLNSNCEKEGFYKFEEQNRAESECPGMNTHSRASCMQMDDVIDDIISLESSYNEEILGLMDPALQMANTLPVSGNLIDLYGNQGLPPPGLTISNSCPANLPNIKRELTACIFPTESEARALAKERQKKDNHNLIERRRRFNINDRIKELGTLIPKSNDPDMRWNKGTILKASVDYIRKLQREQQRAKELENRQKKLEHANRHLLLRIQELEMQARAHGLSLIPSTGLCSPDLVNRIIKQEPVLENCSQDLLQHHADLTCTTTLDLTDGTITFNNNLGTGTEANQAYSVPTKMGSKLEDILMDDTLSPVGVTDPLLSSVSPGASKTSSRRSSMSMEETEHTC
Starred values were filed as active, the others as inactive.

Start of the data: the first five entries, ahead of the listing:
SMILES	GPR151 activ	TEAD-YAP block	FBW7 activator	MITF primary
CCOc1ccccc1C1C(C#N)=C(SCC(=O)c2ccc(C)cc2)NC(C)=C1C(=O)Nc1ccccc1 (stereo not given)	0.7	3	-0.1	12
CC(=O)c1ccc(NC(=O)c2cc(Cl)sc2Cl)cc1	0.2	-60	-0.1	14
COC(=O)C(CCSC)NC(=O)Cn1ncc2c(=O)oc3ccccc3c21 (stereo not given)	2.2	-1	0.0	2
CCCCCCCc1c(O)nc(SCC(=O)O)[nH]c1=O	1.4	11	-0.4	-6
CCCCN1C(=O)CC(C(=O)OC)=C1C	-0.7	3	1.1	20

The list itself (from the top)
SMILES	GPR151 activ	TEAD-YAP block	FBW7 activator	MITF primary
CCOc1ccccc1C1C(C#N)=C(SCC(=O)c2ccc(C)cc2)NC(C)=C1C(=O)Nc1ccccc1 (stereo not given)	0.7	3	-0.1	12
CC(=O)c1ccc(NC(=O)c2cc(Cl)sc2Cl)cc1	0.2	-60	-0.1	14
COC(=O)C(CCSC)NC(=O)Cn1ncc2c(=O)oc3ccccc3c21 (stereo not given)	2.2	-1	0.0	2
CCCCCCCc1c(O)nc(SCC(=O)O)[nH]c1=O	1.4	11	-0.4	-6
CCCCN1C(=O)CC(C(=O)OC)=C1C	-0.7	3	1.1	20
Cc1nnc(SCC(=O)c2ccc(C(C)(C)C)cc2)s1	-1.3	-8	0.2	-1
COc1ccc([N+](=O)[O-])cc1NC(=O)CSc1nnc(Nc2ccccc2F)s1	-1.0	-5	0.2	-3
Cn1cc(CCC(=O)NCc2ccccn2)c2ccccc21	-0.2	1	0.3	0
CCCSc1nc(C)c(-c2csc(C(C#N)=C3CCCC3)n2)cc1C#N	-1.0	15	0.1	20
Cc1ccc(NC(=O)CCC(=O)NNC(=O)NC23CC4CC(CC(C4)C2)C3)cc1C	-1.0	10	0.1	19
N#C/C(=C\c1cc(I)c(O)c([N+](=O)[O-])c1)C(=O)NCc1ccco1	1.2	-3	-0.3	-7
COc1ccc(CN2CCCC(N(C)CCc3ccccc3)C2)cc1Cn1cncn1 (stereo not given)	-0.1	5	0.0	4

Fetched one by one from the list above:
SMILES	GPR151 activ	TEAD-YAP block	FBW7 activator	MITF primary
COc1ccc([N+](=O)[O-])cc1NC(=O)CSc1nnc(Nc2ccccc2F)s1	-1.0	-5	0.2	-3
Cc1nnc(SCC(=O)c2ccc(C(C)(C)C)cc2)s1	-1.3	-8	0.2	-1
Cc1ccc(NC(=O)CCC(=O)NNC(=O)NC23CC4CC(CC(C4)C2)C3)cc1C	-1.0	10	0.1	19
COC(=O)C(CCSC)NC(=O)Cn1ncc2c(=O)oc3ccccc3c21 (stereo not given)	2.2	-1	0.0	2
Cn1cc(CCC(=O)NCc2ccccn2)c2ccccc21	-0.2	1	0.3	0
COc1ccc(CN2CCCC(N(C)CCc3ccccc3)C2)cc1Cn1cncn1 (stereo not given)	-0.1	5	0.0	4

Other entries:
SMILES	GPR151 activ	TEAD-YAP block	FBW7 activator	MITF primary
N#Cc1ccc(-n2nnc3ccccc3c2=O)cc1C#N	-0.4	3	-0.1	1
O=C(Cn1ncc2c1-c1ccccc1OC2)Nc1cc(-c2cccc(Cl)c2)no1	1.0	-8	0.0	35
CCN(CC)CCn1c(NCc2cccc(OC)c2OC)nc2ccccc21	0.8	-15	-0.2	3
CC(C)N(CCNc1ncnc2c1nc(N1CCC(N3CCOCC3)CC1)n2C(C)C)C(C)C	-0.5	-1	0.3	2
COC(=O)c1ccc(COc2ccc3c(C)cc(=O)oc3c2)cc1	-0.6	-6	0.1	6
O=C(Nc1ccc(N2C(=O)c3ccccc3C2=O)cc1)c1ccc([N+](=O)[O-])cc1	0.1	-5	0.0	2
Cc1ccc2c(c1)N(CC(=O)NCC1CCCO1)C(=O)C(C)O2 (stereo not given)	-0.4	-5	0.1	-5
Cc1ccccc1COc1ccc(-c2nn[nH]n2)cc1	0.5	4	0.1	9
COc1ccc(/C(O)=C2\C(=O)C(=O)N(Cc3ccncc3)C2c2ccc(OC)cc2)cc1 (stereo not given)	0.3	4	0.1	10
O=C(CSc1nccn2nc(-c3ccc(F)cc3)cc12)Nc1ccccc1Cl	1.2	-2	-0.1	7
COC(=O)C1C(=O)NC(C)C1c1ccc(Cl)cc1 (stereo not given)	-0.2	3	0.8	8
COc1cccc(CN2C[C@@H]3C[C@@H](c4ccc(CO)o4)N4CCC[C@@]34C2=O)c1	-1.8	7	0.4	0
CN(C)CCCNC(=O)C(=O)NC1CCCCC1	1.1	-7	-0.1	4
CCC(CC)=NNC(=O)CNC(=O)CNS(=O)(=O)c1ccc(C)cc1	-0.7	-11	-0.1	9
O=C(c1ccco1)N1CCN(S(=O)(=O)c2c(F)cccc2F)CC1	-1.1	-3	-0.1	9
COc1ccccc1N1CCN(C(=S)NC(=O)c2ccccc2I)CC1	0.4	-21	-0.2	-18
CC(C)(O)C#Cc1ccc(CN2CCN(CC(C)(C)C)C(CCO)C2)s1 (stereo not given)	-1.2	3	0.1	10
CN1CC(=O)N(CC(=O)Nc2ccc(S(=O)(=O)N3CCCC3)cc2)C1=O	0.4	-1	-0.1	4
CC(C)c1ccc(NC(=O)C(c2ccc3c(c2)OCO3)N(Cc2ccccc2)Cc2ccccc2)cc1 (stereo not given)	0.5	13	0.1	3
CCOC(=O)/C(N=Nc1c(Br)cccc1Br)=C(\C)O	0.0	15	0.0	3
CCc1ccccc1NC(=O)Nc1cccs1	-0.6	10	0.8	12
Cc1ccnc(N2C(=O)c3ccccc3C2Nc2ccc3c(c2)OCCO3)c1 (stereo not given)	-3.9	-37	0.2	21
CC(C)N(C(=O)COC(=O)/C=C/c1cccc(F)c1)C(C)C	0.1	7	0.1	-5
COc1ccc(Cc2nc3ccccc3n2CC(=O)N/N=C/c2ccc(O)cc2)cc1OC	1.0	0	0.1	3
O=C(c1ccccc1)c1cc([N+](=O)[O-])[nH]n1	-1.3	-3	-0.2	-4
O=C(Nc1ccccc1C(=O)Nc1ccccn1)c1ccccc1	0.1	13	0.0	12
CCSc1nnc(NC(=O)CSc2nc(C)cc(C)n2)s1	0.6	3	0.0	-3
O=C(NCc1ccc2c(c1)OCO2)c1cccc(S(=O)(=O)N2CCCCCC2)c1	-1.3	1	0.6	7
COc1cccc(CC(=O)Nc2cnc3cnc(-c4ccc5ccccc5c4)cn23)c1	1.0	14	0.3	13
Cc1noc(C2CN(C(=O)c3ccc(Cn4ccnc4)cc3)C2)n1	2.9	1	-0.1	0
O=c1[nH]c(-c2ccc(OCc3cccc4ccccc34)c(Br)c2)nc2sc3c(c12)CCCC3	-0.9	3	0.5	21
COCCN(Cc1cc2ccc(C)cc2[nH]c1=O)C(=O)c1cccc(OC)c1	0.0	13	0.2	8
CSc1ccc(NC(=O)NCCN2CCOCC2)cc1	0.5	-15	-0.4	-2
CCOC(=O)CNc1nnnc2c1cnn2-c1ccccc1	-2.2	19	-0.1	13
CCOC(=O)c1cc2oc(C)cc2n1CC(=O)OC1CCCCC1	2.1	-2	-0.2	3
CSc1c(CC(=O)O)n(C)c2ccccc12	0.4	-7	0.8	11

Nothing new here: entries from further up.
SMILES	GPR151 activ	TEAD-YAP block	FBW7 activator	MITF primary
O=C(c1ccccc1)c1cc([N+](=O)[O-])[nH]n1	-1.3	-3	-0.2	-4
O=C(Nc1ccccc1C(=O)Nc1ccccn1)c1ccccc1	0.1	13	0.0	12

Next part
SMILES	GPR151 activ	TEAD-YAP block	FBW7 activator	MITF primary
CCN(CC)c1nc(N)nc(NCCCN2CCCC2=O)n1	2.8	-3	0.2	39
Cc1cc(Cl)ccc1N(CC(=O)NC(C)C)S(C)(=O)=O	-0.6	2	0.6	16
CC(=O)NC1C(Oc2ccccc2Cl)OC2COC(c3ccco3)OC2C1O (stereo not given)	0.0	-14	-0.2	-4
COc1ccc2c(c1)sc(=N)n2CC(=O)N1CCCCCC1	1.0	3	0.0	7
CC(C(=O)NC(=O)NC1CCCCC1)N1CCN(c2ccccn2)CC1 (stereo not given)	2.0	7	0.0	-1
O=C(/C=C/c1ccc(Br)cc1)Nn1c(-c2ccccc2F)nc2ccccc2c1=O	-2.3	-5	0.1	4
O=C1[C@@H]2C[C@@H](O)CN2C(=O)[C@H]2CN(Cc3ccccc3F)CCN12	-0.2	1	0.3	2
COc1ccc(CCNC(=O)CSc2cc(C)[nH]c(=O)n2)cc1	0.2	11	1.2	16
CN(C)c1ccc(C(O)c2nc3ccccc3n2Cc2ccccc2)cc1 (stereo not given)	0.0	5	-0.2	5
COCC(=O)NCC1CCC2(CCN(Cc3ccc(Oc4ncccn4)cc3)CC2)O1 (stereo not given)	2.1	15	0.2	5
COc1cccc(CN2CCC(C(=O)NCC(C)(C)CN(C)C)CC2)c1O	3.0	-11	-0.1	49
CCC1(C)NC(=O)N(CCOc2ccccc2)C1=O (stereo not given)	-1.5	-6	0.1	5
Cc1cc(NC(=O)CSc2nnc(-c3ccco3)c(-c3ccco3)n2)no1	-0.1	32*	0.0	25
O=C(NCCCN1CCN(CCCNC(=O)c2ccco2)CC1)c1ccco1	0.2	-1	0.3	22
CCN(CC)S(=O)(=O)c1cc(C(=O)Nc2ccc(Br)cc2)ccc1OC	0.0	47*	0.6	-5
O=c1[nH]c2ncc(-c3ccoc3)nc2n1CC1CC1	2.0	5	-0.1	9
COc1ccccc1-n1c(SCC(N)=O)nc2cccnc21	-0.5	4	-0.1	9
CCC(=O)N[C@@H]1c2ccccc2C2(CCN(Cc3nccs3)CC2)[C@H]1OCCOC	0.4	3	0.0	-3
Nc1cc(C2CCNCC2)nc2cc(-c3ccc(F)cc3)nn12	-0.1	-3	0.0	-1
CC(C(=O)N1CCOCC1)n1sc2ccccc2c1=O (stereo not given)	-0.4	-2	0.3	-1
N#C/C(C(=S)Nc1ccccc1)=C1/NN=C2CCCCCN21	2.1	-7	-0.1	-14
CN1CCCC1=NCCn1cnc2c1c(=O)n(C)c(=O)n2C	0.7	9	0.2	6
O=C1Nc2cc(C(=O)N3CCC(Cc4ccccc4)CC3)ccc2NC1CSCc1ccccc1F (stereo not given)	-1.1	10	-0.2	8
CC(C)(C)c1[nH]nc2c1C(c1ccc(Cl)c([N+](=O)[O-])c1)C(C#N)=C(N)O2 (stereo not given)	-0.1	-7	0.0	19

Quoted from the listing.
Reading for `CC(C)(C)c1[nH]nc2c1C(c1ccc(Cl)c([N+](=O)[O-])c1)C(C#N)=C(N)O2` (stereo not given) in MITF primary: 19
Reading for `COCC(=O)NCC1CCC2(CCN(Cc3ccc(Oc4ncccn4)cc3)CC2)O1` (stereo not given) in TEAD-YAP block: 15
Reading for `COc1ccc(CN2CCCC(N(C)CCc3ccccc3)C2)cc1Cn1cncn1` (stereo not given) in GPR151 activ: -0.1
Reading for `N#C/C(C(=S)Nc1ccccc1)=C1/NN=C2CCCCCN21` in MITF primary: -14
Reading for `CC(C)c1ccc(NC(=O)C(c2ccc3c(c2)OCO3)N(Cc2ccccc2)Cc2ccccc2)cc1` (stereo not given) in FBW7 activator: 0.1

(cont.)
SMILES	GPR151 activ	TEAD-YAP block	FBW7 activator	MITF primary
CCOC(=O)c1csc(Nc2nc3ccc(OC)cc3s2)n1	-0.5	15	-0.3	5
O=C(CCCC(=O)c1ccccc1)NCCSCc1ccccc1	0.1	8	-0.1	4
Cc1nc2nc(C)c(CCC(=O)O)c(C)n2n1	0.0	-5	1.4	10
O=C(NC(=S)NNC(=O)c1ccccc1O)c1ccc([N+](=O)[O-])cc1	-1.0	-4	-1.0	18
COC(=O)c1cc(=O)n(-c2cc(Cl)cc(Cl)c2)[nH]1	-0.5	-1	0.0	10
CC(NC(=O)C1CCN(Cc2ccccc2)CC1)c1ccccc1 (stereo not given)	0.4	4	0.2	53*
CCCCSc1nc2c(c(=O)[nH]c(=O)n2C)n1CC	0.0	-19	0.8	22
C=CCc1cc(/C=C2/NC(=O)NC2=O)cc(OC)c1OCc1ccc(Cl)cc1	-0.2	0	0.0	-7
CC(Cl)C(=O)Nc1ccc(Cl)cn1 (stereo not given)	-0.3	12	0.0	-6
O=C1/C(=C\c2ccccc2)C(N2CCOCC2)=NN1c1ccc([N+](=O)[O-])cc1	6.6*	9	-0.5	11
O=C(NNC1OC(CO)C(O)C(O)C1O)c1ccc(O)cc1 (stereo not given)	-0.6	-10	-0.2	-5
O=C(NC(Cc1ccc2c(c1)OCO2)C(=O)N1CCCC1C(=O)O)c1ccccc1 (stereo not given)	0.9	8	0.0	1
COC(=O)C(CCSC)NC(=O)CCc1nnc(-c2ccc(C)s2)o1 (stereo not given)	-0.6	-48	0.0	6
COc1cc(CNc2nccn3c(-c4ccc(O)cc4)cnc23)cc(OC)c1OC	0.9	10	0.0	5
COC(=O)CSC1=C(C#N)C(c2ccco2)C(C(N)=O)=C(C)N1 (stereo not given)	2.9	0	0.2	10
CN(C)c1ccc(C2/C(=C(/O)c3ccc(Br)cc3)C(=O)C(=O)N2CCCn2ccnc2)cc1 (stereo not given)	1.7	3	1.1	39
CCOc1cc(/C=N/NC(=O)Cn2c3ccccc3c(=O)c3ccccc32)ccc1O	1.8	59*	0.0	-12
O=C(Nc1ccccc1F)c1cc2ccccn2n1	-5.0	29	-0.1	-1
Cc1ccc(OCNC(=O)NN(C)C)cc1	3.4	4	0.2	13
O=C(C(Sc1ccccc1)c1ccccc1)N1CCc2ccccc21 (stereo not given)	1.9	-11	0.0	4
CCCN(CCC)CCCN1C(=O)C2C(C(=O)Nc3cc(C)cc(C)c3)C3C=CC2(O3)C1C(=O)NC1CCCC(C)C1C (stereo not given)	0.6	-5	-0.1	0
Cc1ccc(C(=O)NCc2n[nH]c(=S)n2Cc2ccccc2)cc1C	-0.7	-8	0.1	8
CC(=O)Nc1cccc(-c2cnn3c(NCCc4ccccn4)ccnc23)c1	-0.2	-48	-0.1	-3
Cc1ccc(NC(=O)Cn2nnc(-c3ccccc3NC(=O)c3ccc(C)cc3)n2)cc1	-0.5	-9	0.1	6
COc1ccc(C(=O)Nc2ccc(N3CCOCC3)cc2)cc1OC	-9.1	-18	0.0	10
